# Assay outcomes from PubChem BioAssay.
# EP2 antag: EP2 receptor (human) inhibition | hit rate 0.52% among 260,000 | P43116 | C6 glioma cells expressing human EP2, cAMP TR-FRET; cells stimulated with saturating PGE2 | inhibition, % at 25 µM | AID 1422;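 active = percent inhibition above 40 after rounding to a whole number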;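 also: rat C6 glioma host cells with rolipram phosphodiesterase inhibitor present; the protocol text gives 20 µM as final concentration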
# Target sequence (P43116 whole entry, looked up): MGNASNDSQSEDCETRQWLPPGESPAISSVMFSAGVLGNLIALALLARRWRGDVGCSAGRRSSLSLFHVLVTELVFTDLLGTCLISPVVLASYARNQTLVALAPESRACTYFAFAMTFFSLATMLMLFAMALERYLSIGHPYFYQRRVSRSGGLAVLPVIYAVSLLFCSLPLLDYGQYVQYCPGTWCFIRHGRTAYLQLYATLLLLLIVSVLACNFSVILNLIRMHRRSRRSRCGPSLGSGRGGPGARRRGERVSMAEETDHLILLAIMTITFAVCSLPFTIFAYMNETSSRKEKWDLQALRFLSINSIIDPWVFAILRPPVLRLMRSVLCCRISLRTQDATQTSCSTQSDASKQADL
# NCF1 inh: inhibitors of human p47phox binding; inhibition, % at 24.7 µM; P14598; hit rate 0.53% among 220,000; p47phox/p22phox peptide binding, fluorescence polarization, 2 h;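 active = inhibition above about 30%, limit read from the data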;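 also: 0% = p47phox with labelled peptide and 100% = labelled peptide alone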
# Target sequence (P14598 whole entry, looked up): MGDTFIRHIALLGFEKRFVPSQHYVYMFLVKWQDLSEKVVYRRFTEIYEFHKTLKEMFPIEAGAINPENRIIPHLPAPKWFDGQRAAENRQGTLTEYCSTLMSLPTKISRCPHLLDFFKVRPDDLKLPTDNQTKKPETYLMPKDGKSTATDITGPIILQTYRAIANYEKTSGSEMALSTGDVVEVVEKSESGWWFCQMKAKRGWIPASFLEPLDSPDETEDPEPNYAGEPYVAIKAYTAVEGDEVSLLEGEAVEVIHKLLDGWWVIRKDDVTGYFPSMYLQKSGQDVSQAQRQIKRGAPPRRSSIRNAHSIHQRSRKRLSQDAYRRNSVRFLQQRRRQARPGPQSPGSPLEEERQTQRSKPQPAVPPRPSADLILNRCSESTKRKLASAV
# p97 inhibitor: inhibitors of human p97 ATPase | P55072 | hit rate 0.42% among 220,000 | recombinant p97 ATPase, Kinase-Glo ATP luminescence, 3 h | AID 1481 | inhibition, % at 8 µM; in the data active = inhibition above about 15%;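 also: 0% = DMSO vehicle and 100% = wells lacking enzyme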
# RBBP9 inhibitor: inhibitors of human serine hydrolase RBBP9 | O75884 | recombinant RBBP9, FP-Rh probe fluorescence polarization | inhibition, % at 7.94 µM | hit rate 0.2% among 220,000 | AID 1515;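 active = inhibition above the campaign mean of all tested compounds plus 3 SD, cut at about 14% in these data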;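 also: plate controls were DMSO wells with RBBP9 for no effect and wells lacking RBBP9 protein for full effect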
# Target sequence (O75884 whole entry, looked up): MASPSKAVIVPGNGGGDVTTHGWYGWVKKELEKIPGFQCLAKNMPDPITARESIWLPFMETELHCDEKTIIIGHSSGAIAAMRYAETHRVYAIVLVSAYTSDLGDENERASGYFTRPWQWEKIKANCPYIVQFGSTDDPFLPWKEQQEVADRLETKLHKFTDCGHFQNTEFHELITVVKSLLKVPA
#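 Measured by: FP readout at 525/598 nm; material: recombinant human RBBP9; also added: Serine-hydrolase probe FP-Rh, 375 nM pre-mixing; medium: Tris buffer pH 8.0, NaCl, Pluronic; replication: one well per compound; doses: one concentration, 7.94 µM nominal, 0.794% DMSO; timing: preincubation 30 min plus labeling 45 min at 25 °C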
# BaF3 tox: parental Ba/F3 viability inhibition as JAK2V617F counter-screen; CellTiter-Glo ATP luminescence; inhibition, % at 5.6 µM; hit rate 1.1% among 220,000;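 active = inhibition above a per-campaign cutoff, the mean inhibition of all tested compounds plus 3 SD, cut at about 27% in these data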;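 also: 0% = DMSO wells and 100% = JAK Inhibitor I control wells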
# Ba/F3 V617F tox: reduce viability of Ba/F3 cells dependent on JAK2V617F | Ba/F3 EpoR-JAK2V617F viability, ATP luminescence | inhibition, % at 5.6 µM | hit rate 1.1% among 220,000 | AID 1446;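 active = inhibition above the campaign mean plus 3 SD over all tested compounds, cut at about 24% in these data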;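 also: cytokine-independent growth of Ba/F3 cells driven by EpoR plus mutant JAK2; 0% = DMSO-treated cells and 100% = JAK inhibitor I control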
# Tb hexokinase: blocks Trypanosoma brucei hexokinase 1 activity; recombinant TbHK1, G6PDH-coupled NADH A340; inhibition, % at 10 µM; hit rate 0.11% among 220,000; AID 1430;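 active = inhibition of 50% or more in the single-dose primary screen; inactive = inhibition below 50%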
# Furin inhibitor: inhibitors of human furin; AID 463115; hit rate 0.061% among 220,000; inhibition, % at 30 µM; P09958; purified furin, fluorogenic substrate cleavage; in the data active = inhibition above about 25%; also: inactives centre near -15
# PPC-1+TRAIL kill: kills PPC-1 cancer cells in the presence of TRAIL. PPC-1 cells + TRAIL, ATPLite viability luminescence. cell killing (% activity), % at 4 µM. hit rate 0.41% among 220,000. AID 1443;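 active = cell killing above 50% in the first pass at 4 µM, then a duplicate retest at 5 µM averaging 50% or more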;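 also: plate controls were cells with TRAIL plus DMSO for no effect and medium-only wells lacking cells for full effect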
# * hit, by the source's call; · = not tested or not shown; & = joins results of further samples; [ ] = remark or other dose.
SMILES,EP2 antag,NCF1 inh,p97 inhibitor,RBBP9 inhibitor,BaF3 tox,Ba/F3 V617F tox,Tb hexokinase,Furin inhibitor,PPC-1+TRAIL kill
O=C1C=C(O)C(n2cncn2)C(c2ccc3c(c2)OCO3)C1 (stereo not given),7,8,4,-10,5,0,-3,-23,9
COc1ccc(C(=O)O)cc1S(=O)(=O)N(CCc1ccccc1)Cc1ccccc1,19,-13,0,5,-1,0,-3,-17,-5
CCOC(=O)C1CCN(c2c(-c3ccccc3)c3cc(Cl)ccc3[nH]c2=O)CC1,16,-5,1,-4,6,4,-2,-11,1
CCCCCSc1nnc(N)s1,10,-11,6,-9,2,-1,-9,-14,-21
CCNC(=O)C1CN(S(=O)(=O)c2ccccc2)CCN1S(=O)(=O)c1ccccc1 (stereo not given),10,1,5,-6,0,-4,-1,-27,4
COc1cc([N+](=O)[O-])ccc1NC(=O)NCc1ccco1,5,8,-5,-10,5,5,-25,0,17
CCCCCCC(=O)N/N=C/c1ccc(Br)cc1,4,-18,-1,-4,2,2,30,-15,4
COC(=O)c1cn(NC(=O)CCC2CCCC2)c(=O)c2ccccc12,9,-8,0,1,8,1,-6,-15[20 µM],16
CCC1C/C(=C\c2cccnc2)C(=O)/C(=C/c2cccnc2)C1 (stereo not given),4,-15,-2,-2,4,6,-20,1,14
Cc1ccc(C(=O)Nc2cnc3ccccn3c2=O)cc1,8,-3,-1,-11,5,-3,-47,3[20 µM],38
O=C(O)c1cccc(Nc2c([N+](=O)[O-])c(=O)oc3ccccc23)c1,8,0,3,-2,-1,6,11,-17,10
COc1cccc(OC)c1C(=O)Nc1cccc(C(C)=O)c1,4,11,5,4,6,-1,1,-5[20 µM],-9
COCCn1nnnc1C(c1cccs1)N1CCN(c2cc(C)ccc2C)CC1 (stereo not given),9,-22,-3,-10,4,-3,-20,-21[20 µM],-6
Cc1ccc2[nH]c(=O)c(CNC(C)C)cc2c1,9,-5,6,-5,2,-3,-12,-20,0
COc1ccccc1N1CCN(C(=O)CN(CCc2ccccc2)S(C)(=O)=O)CC1,3,-5,0,-2,2,-3,-1,-8[20 µM],-23
COc1cc(C2C(S(=O)(=O)c3ccccc3)CON2C)ccc1OCc1ccc(F)cc1 (stereo not given),8,-7,0,0,7,0,-6,-13,30
O=C(CSc1nnnn1C1CCCCC1)Nc1ccc(F)cc1,5,·,-1,1,56*,-3,-3,-35,2
COc1ccc(-c2cc(-c3nnc(COC(=O)c4ccc(O)cc4)o3)c3ccccc3n2)cc1OC,8,-62,4,-28,5,1,-13,8,11
CN(C)CCN(C(=O)c1ccc(S(=O)(=O)N(C)C)cc1)c1nc2cc3c(cc2s1)OCCO3,5,-17,1,2,6,2,2,-20,-17
O=C(Nc1nc2ccc(Cl)cc2s1)c1ccc(Br)o1,17,-10,11,0,-1,0,-13,-10[20 µM],25
CCCn1c2c(c(=N)c3c1CCC3)CCCC2,4,-6,5,-3,65*,65*,-2,-8,4
CCOC(=O)c1nnn(-c2nc(OC)nc(N(C)C)n2)c1-c1ccccc1,13,11,0,-7,5,5,2,-11,-2
O=C(Nc1ccc(C(=O)O)cc1)/C(=C/c1cccc(Br)c1)NC(=O)c1ccco1,5,-5,2,-1,1,-4,-2,-21,23
COc1cc2c(cc1NC(=O)COc1ccc3ccccc3c1)oc1ccccc12,13,-10,5,0,4,2,-2,-20[20 µM],23
CC(=O)c1cccc(CN2CCN(CC(C)C)C(CCO)C2)c1 (stereo not given),3,-7,1,1,1,-1,-6,-23,2

# Entries of single compounds, quoted from the list.
# Record of O=C(Nc1nc2ccc(Cl)cc2s1)c1ccc(Br)o1 : EP2 antag: 17; NCF1 inh: -10; p97 inhibitor: 11; RBBP9 inhibitor: 0; BaF3 tox: -1; Ba/F3 V617F tox: 0; Tb hexokinase: -13; Furin inhibitor: -10[20 µM]; PPC-1+TRAIL kill: 25
# Record of COc1cc([N+](=O)[O-])ccc1NC(=O)NCc1ccco1 : EP2 antag: 5; NCF1 inh: 8; p97 inhibitor: -5; RBBP9 inhibitor: -10; BaF3 tox: 5; Ba/F3 V617F tox: 5; Tb hexokinase: -25; Furin inhibitor: 0; PPC-1+TRAIL kill: 17

# (further entries)
SMILES,EP2 antag,NCF1 inh,p97 inhibitor,RBBP9 inhibitor,BaF3 tox,Ba/F3 V617F tox,Tb hexokinase,Furin inhibitor,PPC-1+TRAIL kill
CCOC(=O)N/N=C/c1ccc(F)cc1,4,-9,3,4,0,-3,-1,-15[20 µM],12
CCCCNC(=O)/C(C#N)=C/c1ccc(F)cc1F,6,-9,2,-8,1,-2,-4,3,3
CCOc1cc(/C=N/n2cnnc2)ccc1OCC(=O)Nc1ccccc1OC,12,-5,1,-9,5,2,-9,-29,5
O=C(O)C1CCN(S(=O)(=O)c2ccc(Oc3ccccc3)cc2)CC1,4,-6,1,-3,4,0,-5,-22[20 µM],1
CC1(C(=O)O)COC(c2ccc(Cl)cc2)OC1 (stereo not given),9,-4,0,0,4,3,7,-4,-4
O=C(c1cccnc1NCc1ccc(F)cc1)N1CCOCC1,14,-11,-1,-3,11,0,0,-15,10
COc1ccccc1-c1c(-c2ccc(OCC(=O)NN)cc2O)n[nH]c1C(F)(F)F,7,1,8,-15,5,-6,26,-8,29
COC(=O)[C@@H](NC(=O)Nc1cc(Cl)ccc1C)C(C)C,7,1,4,-10,1,-2,0,-9[20 µM],3
CCOC(=O)CSc1nc2ccsc2c(=O)n1C1CCN(C(=O)OCC)CC1,4,-6,3,-9,-2,-5,1,-28,14
Cc1ccc2nc(SCC(=O)Nc3nnc(SCC(N)=O)s3)[nH]c2c1,9,-3,5,-10,6,-1,3,-17[20 µM],3
COC(=O)Cn1c(=NC(=O)c2ccc(OC)c(OC)c2)sc2cc(OC)ccc21,13,2,4,-11,6,-1,31,-23,46
O=C(CCSc1ccccc1)NCc1cccnc1,1,-3,3,10,2,-3,-4,-17,14
CCc1cccc2c(C(=O)Cn3nnc(-c4ccc(OC)c(OC)c4)n3)c[nH]c12,·,-4,-3,-3,6,2,-27,-9[20 µM],13
CC(=O)CC(=O)Nc1ccn(-c2ccccc2)n1,14,-16,-3,-17,3,0,0,-10[20 µM],-9
CCOc1ccc2sc(NS(=O)(=O)c3ccc(OC)c(OC)c3)nc2c1,7,-6,4,-5,1,-1,5,-16[20 µM],12
COCCNC(=O)CC(NS(=O)(=O)c1ccc(NC(C)=O)cc1)C(C)C (stereo not given),9,-4,4,-2,5,-2,4,-23,12
CCCCc1nnc(NC(=O)C2CC(=O)N(c3ccc4c(c3)OCCO4)C2)s1 (stereo not given),9,4,-4,-5,2,1,-9,-13,2
COc1cc(C2Nc3cc(Cl)c(S(N)(=O)=O)cc3S(=O)(=O)N2)cc(OC)c1OC (stereo not given),3,-2,9,-7,-1,-2,-5,-12,1
O=C(OCC#CCSc1nnc(-c2ccccc2)o1)c1ccco1,11&9,-8,-6,-11,5,2,0,-9,13
COc1ccc(CCNC(=O)C2CCN(C(=O)c3cccs3)CC2)cc1,8,-9,1,-12,2,-2,-4,-36,2
CNS(=O)(=O)c1cccc(C(=O)OCC(=O)c2c(N)n(C)c(=O)n(C)c2=O)c1,4,0,-7,-6,-2,4,-4,-3,16
C=CCNC(=O)C1CCN(S(=O)(=O)CC)CC1,-3,-10,3,-5,-2,-3,2,-12,25
O=C1NC2C(NC(=O)N2C2CCCCC2)N1C1CCCCC1 (stereo not given),14&8,-8,3,2,4,-2,3,-2[20 µM],30
CN1C(=O)c2ccccc2Sc2ccc(NC(=O)N3CCCC3)cc21,14,-3,3,-1,4,-1,1,-12,-8
CN(C(=O)c1ccncc1)c1nnc(-c2cccnc2)s1,13,-3,-4,-16,-4,-1,-3,-8,-1
SMILES,EP2 antag,NCF1 inh,p97 inhibitor,RBBP9 inhibitor,BaF3 tox,Ba/F3 V617F tox,Tb hexokinase,Furin inhibitor,PPC-1+TRAIL kill
CCOc1ccccc1NC(=O)NCc1ccccc1F,6,2,-1,-6,6,3,-2,-31,16
CCOC(=O)C1=C(c2ccccc2)NC(SC)=C(C#N)C1c1ccco1 (stereo not given),8,-6,-6,-9,8,0,-20,-10,-19
Oc1ccc(/C=C/c2cnccn2)cc1,14,-9,1,2,-3,2,-57,-7,2
O=C(c1ccc(NC2=NC3CS(=O)(=O)CC3S2)cc1)N1CCN(C(=O)c2ccco2)CC1 (stereo not given),14,-8,2,-3,6,0,-6,-1,12
Cc1cc2cc(C)c(NCCNC(=O)c3ccccc3F)nc2cc1C,7&6,-18,2,0,9,1,-5,-40,11
CC(C)CCNC(=S)NC1CCCC1,3,7,1,1,6,1,-1,-19[20 µM],0
Cc1cc(C(=O)CN2C(=O)c3ccccc3C2=O)c(C)n1C1CC1,15,-9,0,-8,6,-4,-7,-24,20
CCOc1ccc(C2CC(=O)NC3=C2C(=O)CCC3)cc1 (stereo not given),14,-11,4,-10,2,0,6,-13,-3
O=C(Cc1ccc(Cl)cc1)NNC1CC(=O)N(c2ccc3ccccc3c2)C1=O (stereo not given),10,-18,1,3,-2,-1,-11,-29,13
O=C1Nc2ccccc2N=C(c2ccccc2)c2ccccc21,12,-15,7,-1,2,-1,-7,-19,3
COc1ccc(CN2CCNC(=O)C2CC(=O)NCCCn2cccn2)c(OC)c1 (stereo not given),0,10,2,1,5,-1,3,-20,-10
CC(=O)N/C(=C/c1ccccc1)C(=O)NCCO,9,-6,0,3,-2,-1,-1,-20[20 µM],2
COc1ccc(CNC(=O)c2cnn3c(C(F)F)cc(C)nc23)cc1OC,12&21,6,0,-5,4,-1,-11,-21,8

# Of the compounds above, 9 have fluorine:
SMILES,EP2 antag,NCF1 inh,p97 inhibitor,RBBP9 inhibitor,BaF3 tox,Ba/F3 V617F tox,Tb hexokinase,Furin inhibitor,PPC-1+TRAIL kill
COc1cc(C2C(S(=O)(=O)c3ccccc3)CON2C)ccc1OCc1ccc(F)cc1 (stereo not given),8,-7,0,0,7,0,-6,-13,30
O=C(CSc1nnnn1C1CCCCC1)Nc1ccc(F)cc1,5,·,-1,1,56*,-3,-3,-35,2
CCOC(=O)N/N=C/c1ccc(F)cc1,4,-9,3,4,0,-3,-1,-15[20 µM],12
CCCCNC(=O)/C(C#N)=C/c1ccc(F)cc1F,6,-9,2,-8,1,-2,-4,3,3
O=C(c1cccnc1NCc1ccc(F)cc1)N1CCOCC1,14,-11,-1,-3,11,0,0,-15,10
COc1ccccc1-c1c(-c2ccc(OCC(=O)NN)cc2O)n[nH]c1C(F)(F)F,7,1,8,-15,5,-6,26,-8,29
CCOc1ccccc1NC(=O)NCc1ccccc1F,6,2,-1,-6,6,3,-2,-31,16
Cc1cc2cc(C)c(NCCNC(=O)c3ccccc3F)nc2cc1C,7&6,-18,2,0,9,1,-5,-40,11
COc1ccc(CNC(=O)c2cnn3c(C(F)F)cc(C)nc23)cc1OC,12&21,6,0,-5,4,-1,-11,-21,8

# The list is partial; rates above refer to the full screens.
